Screening data (PubChem)
Bim-Bcl-2: inhibitors of Bim-Bcl-2 binding, primary screen, biochemical, multiplexed, human Bcl-2 family; AID 950, 2007; Apoptosis regulator Bcl-2 (Homo sapiens), P10415; actives 0.06% (n = 190,000); inhibition, % at 10 µM; Bead-based flow cytometry, Bim peptide-Bcl-2 binding; in the data active = inhibition above about 40%; inconclusive = no clear call, values can overlap the other calls;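 note: 0% = no compound wells with probe peptide and 100% = reference peptide inhibitor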
Bfl-1 Bim block: inhibitors of Bim binding to Bfl-1, primary screen, biochemical, multiplexed, bead-based flow cytometry. Bcl-2-related protein A1 (Homo sapiens), Q16548. Bim-Bfl-1 binding inhibition. inhibition, % at 10 µM. actives 0.12% (n = 190,000). AID 1008, 2008;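 note: 0% = wells without compound plus tracer and 100% = blocker peptide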
Bcl-B Bim block: inhibitors of Bim-Bcl-B binding, primary screen, biochemical, multiplexed, human Bcl-2 family; Bcl-2-like protein 10 (Homo sapiens), Q9HD36; bead-based flow cytometry, Bim peptide-Bcl-B binding; inhibition, % at 10 µM; actives 0.073% (n = 190,000); AID 951, 2007;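 note: 0% = tracer peptide without compound and 100% = reference inhibitor peptide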
Target sequence (Q9HD36 whole entry, looked up): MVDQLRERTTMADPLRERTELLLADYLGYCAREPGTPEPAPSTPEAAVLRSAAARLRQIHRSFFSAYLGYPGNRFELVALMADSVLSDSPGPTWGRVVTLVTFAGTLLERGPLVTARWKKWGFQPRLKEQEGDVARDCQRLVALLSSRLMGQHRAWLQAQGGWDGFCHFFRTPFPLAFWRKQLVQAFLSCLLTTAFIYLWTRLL
Rab2 wt GTP: modulators of GTP binding to Rab2A wildtype, primary screen, biochemical, dog, bead-based flow cytometry, multiplex; GST-Rab2 wt beads, Bodipy-GTP binding; GTP binding activity, % at 10 µM; actives 0.19% (n = 190,000); AID 760, 2007;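 active = GTP binding activity at least 20 points away from 100%, either lowered or raised; inconclusive = signal likely due to the compound's own green fluorescence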;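 note: 0% = beads with excess unlabeled GTP and 100% = no-compound control corrected for plate trend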
Cdc42 wt GTP: modulators of GTP binding to wildtype Cdc42, primary screen, biochemical, multiplex bead flow cytometry, Bodipy-GTP; AID 761, 2007; GST-Cdc42 beads; actives lie on both sides; actives 0.2% (n = 190,000); percent activity (GTP binding), % at 10 µM; Cell division control protein 42 homolog (Homo sapiens), P60953;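 active = percent activity GTP binding at least 20 points away from the 100% baseline, either down as inhibitor or up as activator; inconclusive = compound flagged as likely green fluorescent from well-wide comparison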;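 note: median bead fluorescence of bound Bodipy-FL-GTP at 100 nM; 0% = excess unlabeled GTP control and 100% = no compound control; below 100% means less GTP binding so inhibitor and above means activator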
Target sequence (P60953 whole entry, looked up): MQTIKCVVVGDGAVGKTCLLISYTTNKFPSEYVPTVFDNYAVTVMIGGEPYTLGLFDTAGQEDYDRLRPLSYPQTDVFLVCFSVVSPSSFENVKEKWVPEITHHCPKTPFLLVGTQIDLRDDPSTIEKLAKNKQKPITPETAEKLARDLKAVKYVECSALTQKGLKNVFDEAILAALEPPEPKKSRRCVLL
Bcl-W Bim block: inhibitors of Bim binding to Bcl-W, primary screen, biochemical, multiplexed, bead-based flow cytometry | Bim peptide-Bcl-W binding | inhibition, % at 10 µM | actives 0.02% (n = 190,000) | AID 952, 2007;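 note: 0% = bound tracer without compound and 100% = peptide blocker; higher means less fluorescent Bim peptide bound to Bcl-W beads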
Target sequence (Q92843 whole entry, looked up): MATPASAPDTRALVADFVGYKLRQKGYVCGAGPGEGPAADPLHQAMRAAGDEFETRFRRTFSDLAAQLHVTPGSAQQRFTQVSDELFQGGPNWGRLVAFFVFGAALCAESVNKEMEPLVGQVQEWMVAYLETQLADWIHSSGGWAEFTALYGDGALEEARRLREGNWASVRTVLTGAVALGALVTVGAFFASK
HRas wt GTP: modulators of GTP binding to HRas wildtype, primary screen, biochemical, bead-based flow cytometry, multiplex. GTPase HRas (Homo sapiens), P01112. GTP binding activity, % at 10 µM. GST-Ras wt beads, Bodipy-FL-GTP binding; actives lie on both sides. actives 0.14% (n = 190,000);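 active = GTP binding activity at least 20% away from the 100% baseline, either lowered as inhibitor or raised as activator; inconclusive = flagged as likely green fluorescent, judged across all proteins in the well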;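 note: 0% = unlabeled GTP competition control and 100% = no-compound control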
Target sequence (P01112 whole entry, looked up): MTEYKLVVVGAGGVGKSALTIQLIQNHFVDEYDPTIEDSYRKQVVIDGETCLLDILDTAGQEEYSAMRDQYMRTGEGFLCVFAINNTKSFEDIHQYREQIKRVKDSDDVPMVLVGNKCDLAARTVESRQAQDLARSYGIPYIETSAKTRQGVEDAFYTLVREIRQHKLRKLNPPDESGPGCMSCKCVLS
Rab7 wt modul: modulators of GTP binding to Rab7, primary screen, biochemical, wildtype, multiplex bead flow cytometry | actives 0.055% (n = 190,000) | GTP binding activity (percent of control), % at 10 µM | GST-Rab7 beads, fluorescent GTP binding; actives lie on both sides; untreated = 100%, excess cold GTP = 0% | AID 758, 2007 | Rab7 GTPase wild type (dog), Bodipy-FL-GTP binding;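 active = fluorescent GTP binding to Rab7 beads changed by at least 20 points from the 100% baseline, either direction, mostly lower; inconclusive = compound itself probably fluorescent, or too few beads counted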;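 note: median green fluorescence of bound Bodipy-FL-GTP per Rab7 bead population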
Bim-Bcl-XL: inhibitors of Bim-Bcl-XL binding, primary screen, biochemical, multiplexed, bead flow cytometry, human Bcl-XL | Bim peptide-Bcl-XL binding, fluorescence | actives 0.04% (n = 190,000) | inhibition, % at 10 µM
Target sequence (Q07817 whole entry, looked up): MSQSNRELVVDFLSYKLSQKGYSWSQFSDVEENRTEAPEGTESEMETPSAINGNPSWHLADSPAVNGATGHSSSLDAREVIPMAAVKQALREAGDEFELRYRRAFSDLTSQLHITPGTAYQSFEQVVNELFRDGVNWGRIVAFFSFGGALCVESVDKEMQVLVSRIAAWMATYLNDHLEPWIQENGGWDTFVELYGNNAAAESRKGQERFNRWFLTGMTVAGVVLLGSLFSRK
Rac1 wt GTP bind: wildtype Rac1 GTP binding modulators, primary screen, biochemical, GST-Rac1 beads, flow cytometry, multiplex | GTP binding activity (% of control), % at 10 µM | fluorescent GTP binding; actives lie on both sides; 0 = cold GTP competed, 100 = untreated | actives 0.27% (n = 190,000) | Ras-related C3 botulinum toxin substrate 1 (Homo sapiens), P63000;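 active = GTP binding activity at least 20 points away from the 100% control level, either lower or higher; inconclusive = compound flagged as likely green fluorescent, judged across all proteins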
Rac1 act GTP bind: GTP binding modulators of activated mutant Rac1, primary screen, biochemical, bead-based flow cytometry, multiplex, fluorescent GTP. GST-Rac1 activated beads; actives lie on both sides; 100% means binding = to untreated wells. AID 764, 2007. actives 0.11% (n = 190,000). percent activity (GTP binding), % at 10 µM;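 active = GTP binding at least 20 percentage points away from the 100% baseline, in either direction, so actives lie on both sides; inconclusive = Compound likely fluorescent itself, or too few beads counted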
Starred values were filed as active, the others as inactive; ? = inconclusive. Cut-off read from the data, not from the text of the source, unless noted: active = inhibition above about 40%.

Sequence of screens: Bim-Bcl-2, Bfl-1 Bim block, Bcl-B Bim block, Rab2 wt GTP, Cdc42 wt GTP, Bcl-W Bim block, HRas wt GTP, Rab7 wt modul, Bim-Bcl-XL, Rac1 wt GTP bind, Rac1 act GTP bind
C=CCN1C(=NC(=O)CCCC(=O)O)SC2CS(=O)(=O)CC21 (stereo not given)
  0, -1, 1, 99, 104, -2, 97, 76*, 1, 100, 99
C/C(=N\Nc1ccc([N+](=O)[O-])cc1)c1ccc(-n2nncc2C(C)(C)C)cc1
  -2, 0, -6, 100, 102, -7, 102, 97, -8, 105, 99
Cc1ccccc1CNC(=O)c1ccccc1NS(C)(=O)=O
  -1, -4, -3, 96, 96, 0, 96, 96, -2, 101, 96
Cc1ccnc2nc(C(=O)NC3=NCCS3)nn12
  -1, 0, 0, 101, 107, 1, 103, 99, 1, 106, 95
O=C(Cc1ccccc1)N[C@@H](Cc1ccccc1)C(=O)O
  -4, -6, -1, 97, 92, 1, 96, 103, -2, 97, 94
Cc1ccc(N2C(=O)c3ccc(C(=O)O)cc3C2=O)cc1C
  -7, -9, -4, 100, 98, 0, 102, 101, -12, 111, 100
O=C(NNc1cccc(Cl)n1)Nc1ccccc1
  -1, -7, -4, 97, 96, 0, 98, 99, -1, 100, 97
COc1ccccc1C1/C(=C(/O)c2ccc(C)cc2)C(=O)C(=O)N1CC(C)O (stereo not given)
  2, 0, 0, 106, 109, -1, 106, 99, 1, 107, 101
CC(NC(=O)C12CC3CC(CC(C3)C1)C2)C(=O)N/N=C/C1=C(N2CCOCC2)C(=C\c2cccc([N+](=O)[O-])c2)/CC1 (stereo not given)
  -5, 22, -10, 98, 101, -3, 101, 100, -8, 104, 97
Cc1cc(C)cc(NS(=O)(=O)c2ccc3[nH]cc(C(=O)N4CCc5ccccc54)c(=O)c3c2)c1
  0, -1, -1, 92, 84, 0, 97, 91, -2, 93, 95
CCCC(=O)NC1=C(C#N)C2(CCCCC2)Cc2ccccc21
  -7, -11, -7, 98, 101, 4, 98, 97, -12, 100, 95
O=C(NC1CCS(=O)(=O)C1)OC1CCCCC1 (stereo not given)
  -13, -18, -11, 103, 106, -4, 103, 100, -7, 109, 99
CC1CCCC(C(=O)O)N1C(=O)CCSC(=O)c1ccccc1 (stereo not given)
  -12, -20, -7, 99, 99, -4, 98, 98, -10, 103, 99
CCc1ccccc1N(C(C)=O)c1nc(CCl)cs1
  -4, -7, -5, 97, 98, -2, 99, 99, -4, 103, 98
Cc1nn(C)cc1/C=N/n1nnnc1N
  -7, -10, -7, 100, 104, 0, 102, 105, -5, 106, 100

Next section
Sequence of screens: Bim-Bcl-2, Bfl-1 Bim block, Bcl-B Bim block, Rab2 wt GTP, Cdc42 wt GTP, Bcl-W Bim block, HRas wt GTP, Rab7 wt modul, Bim-Bcl-XL, Rac1 wt GTP bind, Rac1 act GTP bind
COc1ccccc1NS(=O)(=O)c1cc(NC(=O)c2ccc3ccccc3n2)ccc1Cl
  0, 0, -2, 98, 98, -1, 101, 98, -5, 103, 97
Cc1c(C(=S)NC(=O)C2CC2)c(=O)n(-c2ccccc2)n1C
  0, 1, -2, 96, 98, 0, 95, 97, 0, 96, 95
O=C(Cn1cnc2ccc(Cl)cc2c1=O)c1cccs1
  0, -1, 0, 95, 97, -1, 98, 93, 0, 96, 97
O=C(c1ccco1)N1CCN(Cc2nc3ccccc3c(=O)n2-c2ccc(F)cc2)CC1
  5, 5, 2, 95, 97, 0, 95, 93, -15, 94, 94
Cc1ccc(S(=O)(=O)N(C)C)cc1-n1c(SCC(=O)Nc2ccccc2)nc2ccccc2c1=O
  7, 14, 6, 101, 101, 2, 100, 100, 4, 106, 100
O=C(N/N=C/c1ccc(-c2ccccc2[N+](=O)[O-])o1)[C@H]1C[C@@H]1c1ccccc1
  -4, -7, -9, ?, ?, -2, ?, ?, -2, ?, ?
Cc1ccccc1NC(=S)NC1CCN(Cc2ccccc2)CC1
  -6, -6, -6, 101, 100, -1, 100, 100, -11, 106, 100
CCCN1CCC(=NNc2ccc(C(=O)O)cc2)CC1
  -1, -4, -1, 94, 92, -2, 94, 95, 0, 96, 93
COc1cccc(C(=O)Nc2ccc(Cl)c(C(F)(F)F)c2)c1
  -4, -1, -3, 98, 99, -1, 99, 98, -2, 97, 97
C=CCOc1ccc(CNn2cn[nH]c2=S)cc1
  -3, 3, -4, 101, 98, -1, 98, 94, -2, 96, 95
CC1=C(C(N)=O)C(c2cccnc2)n2nc(-c3cccc(C)c3)nc2N1 (stereo not given)
  -2, -1, -3, 94, 101, -1, 98, 89, -4, 105, 97
Cc1ccc(C(=O)n2c(-c3ccccc3)cnc2SCC(=O)Nc2ccccc2)cc1
  2, 0, -1, 95, 99, -3, 97, 100, -2, 102, 99
CC(=NCCc1c(C)[nH]c2ccc(C)cc12)C1=C(O)CC(c2ccccc2)CC1=O (stereo not given)
  28, 39, 19, 100, 104, 24, 101, 102, 34, 108, 100
COc1ccc(CN2C(=O)c3ccccc3C2=O)cc1C(=O)OCC(=O)NC1CCCCC1
  -9, -8, -10, 100, 99, -4, 99, 97, -8, 100, 101
CC(=O)Nc1ccc(C2NC(=O)c3ccccc3O2)cc1 (stereo not given)
  4, 0, -2, 97, 97, -4, 97, 94, 3, 100, 97

Remaining list, next part.
Sequence of screens: Bim-Bcl-2, Bfl-1 Bim block, Bcl-B Bim block, Rab2 wt GTP, Cdc42 wt GTP, Bcl-W Bim block, HRas wt GTP, Rab7 wt modul, Bim-Bcl-XL, Rac1 wt GTP bind, Rac1 act GTP bind
Cn1ncc([N+](=O)[O-])c1C(=O)Nc1ccc(-c2nc3ccccc3o2)cc1
  -2, -2, -2, 99, 99, 0, 101, 101, -2, 99, 95
CCc1cc2c(N=Nc3c(O)[nH]c4ccccc34)ncnc2s1
  -3, 0, -5, 86, 99, -2, 92, 92, -4, 98, 97
CSc1nc(SCCO)c2sc3nc(-c4ccco4)c4c(c3c2n1)CC(C)(C)OC4
  14, 37, 7, 98, 100, 28, 102, 103, 10, 102, 95
O=C1c2oc3ccccc3c(=O)c2C(c2cccs2)N1CCCN1CCOCC1 (stereo not given)
  -9, -8, -8, 101, 99, 1, 99, 100, -3, 105, 99
CCCOc1ccc(N2C(=O)CC(N3CCC(c4nncn4CC)CC3)C2=O)cc1 (stereo not given)
  -12, -19, -12, 96, 97, -3, 96, 95, -9, 95, 96
O=Cc1ccc(OCC(=O)N2CCOCC2)cc1
  -3, -6, -3, 98, 97, -3, 99, 105, -2, 101, 97
O=C(CCCN1C(=O)c2ccccc2C1=O)Nc1nncs1
  -5, -6, -5, 100, 104, 4, 103, 101, 9, 109, 98
Cc1cn(C(=O)c2ccccc2)c(=S)n1-c1ccc(Cl)cc1
  -6, -4, -7, 100, 102, -3, 103, 98, -7, 105, 101
O=C(Nc1cccc(-c2cn3cccnc3n2)c1)Nc1ccccc1F
  1, -4, 0, 88, 89, -1, 90, 93, 1, 91, 91
COc1ccc(C)cc1-n1nnnc1SCc1nc2ccccc2s1
  -10, -11, -10, 98, 101, 0, 100, 101, -5, 101, 97
CC1CN(c2ccc(Cl)nn2)CC(C)O1 (stereo not given)
  2, 4, 2, 95, 97, -2, 95, 89, -1, 94, 95
O=C(c1ccccc1)C(C(=O)N1CCCCC1)n1ccccc1=O (stereo not given)
  0, 4, 0, 100, 97, -2, 95, 103, -1, 97, 93
CC(C)Sc1nc(N)c2c3c(sc2n1)CN(C)CC3
  -3, 13, -17, 99, 99, 4, 97, 101, 0, 102, 99
COc1ccccc1NC(=S)Nc1ccccn1
  -12, -8, -12, 100, 101, -8, 103, 102, -9, 102, 97
COc1ccc(OCC(=O)NC(=S)Nc2ccc(N3CCOCC3)c(Cl)c2)cc1
  -5, -7, -7, 98, 100, 3, 101, 101, -5, 101, 96

The results go on.
Sequence of screens: Bim-Bcl-2, Bfl-1 Bim block, Bcl-B Bim block, Rab2 wt GTP, Cdc42 wt GTP, Bcl-W Bim block, HRas wt GTP, Rab7 wt modul, Bim-Bcl-XL, Rac1 wt GTP bind, Rac1 act GTP bind
CCC1CCCCN1C(=O)Cn1nc([N+](=O)[O-])c(Cl)c1C (stereo not given)
  -1, -2, -6, 101, 99, -1, 99, 105, 1, 102, 95
CN(/C=C/C(=C\C=[N+](C)c1ccccc1)OCCCS(=O)(=O)[O-])c1ccccc1
  6, -2, 1, 101, 98, 7, 101, 106, 2, 103, 97
Cc1ccc(C(=O)C2CCNCC2)cc1
  1, -9, -2, 99, 103, 3, 101, 100, 1, 104, 99
COc1ccc(C(=O)NC(=S)Nc2ccccc2N2CCOCC2)cc1[N+](=O)[O-]
  -7, -4, -10, 97, 102, -5, 101, 102, -8, 106, 97
N#Cc1ccc(COC(=O)c2ccc(N3CCCC3)c([N+](=O)[O-])c2)cc1
  -2, -2, -6, 96, 102, -3, 96, 96, -9, 101, 97
CCOc1ccc(N2CC(C(=O)NCc3ccccc3)CC2=O)cc1 (stereo not given)
  -2, -4, -2, 102, 100, -1, 100, 106, 0, 104, 98
O=C(O)c1ccccc1NC(=S)NC(NC(=O)c1ccccc1[N+](=O)[O-])C(Cl)(Cl)Cl (stereo not given)
  0, 3, -5, 99, 103, 0, 101, 100, -1, 105, 99

Whole records from above.
Cc1ccc(C(=O)C2CCNCC2)cc1 as listed: Bim-Bcl-2: 1; Bfl-1 Bim block: -9; Bcl-B Bim block: -2; Rab2 wt GTP: 99; Cdc42 wt GTP: 103; Bcl-W Bim block: 3; HRas wt GTP: 101; Rab7 wt modul: 100; Bim-Bcl-XL: 1; Rac1 wt GTP bind: 104; Rac1 act GTP bind: 99
CCOc1ccc(N2CC(C(=O)NCc3ccccc3)CC2=O)cc1 (stereo not given) as listed: Bim-Bcl-2: -2; Bfl-1 Bim block: -4; Bcl-B Bim block: -2; Rab2 wt GTP: 102; Cdc42 wt GTP: 100; Bcl-W Bim block: -1; HRas wt GTP: 100; Rab7 wt modul: 106; Bim-Bcl-XL: 0; Rac1 wt GTP bind: 104; Rac1 act GTP bind: 98
